Screens: PubChem, National Center for Advancing Translational Sciences (NCATS)
Eya2 inh – qHTS Assay for Inhibitors of the Phosphatase Activity of Eya2; Potency, µM (highest dose often 76.9 µM), for inactives: top-dose activity, negative = inhibition, actives largely listed as inhibitors; recombinant Eya2, OMFP fluorescence dephosphorylation (OMFP is methylfluorescein phosphate); Protein phosphatase EYA2 (Homo sapiens), O00167; 330,000 tested, 0.006% active; note: potency is the fitted concentration of half-maximal effect
Target sequence (O00167 whole entry, looked up): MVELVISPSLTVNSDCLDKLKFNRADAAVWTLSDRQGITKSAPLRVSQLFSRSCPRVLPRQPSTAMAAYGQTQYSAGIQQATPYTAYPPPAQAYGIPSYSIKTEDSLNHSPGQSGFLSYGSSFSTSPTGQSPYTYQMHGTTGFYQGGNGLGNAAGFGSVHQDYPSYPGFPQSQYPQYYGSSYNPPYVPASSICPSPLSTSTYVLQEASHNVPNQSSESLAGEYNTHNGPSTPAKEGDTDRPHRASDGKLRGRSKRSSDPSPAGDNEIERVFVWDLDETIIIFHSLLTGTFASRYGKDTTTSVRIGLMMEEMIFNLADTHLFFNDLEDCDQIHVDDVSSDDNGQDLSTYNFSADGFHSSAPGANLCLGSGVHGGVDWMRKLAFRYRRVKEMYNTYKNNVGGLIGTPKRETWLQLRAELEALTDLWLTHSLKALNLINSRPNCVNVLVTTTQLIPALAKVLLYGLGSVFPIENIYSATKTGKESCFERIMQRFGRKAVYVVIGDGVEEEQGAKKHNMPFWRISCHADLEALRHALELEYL
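Eya2 protein (added as 0.2 uM solution) was preincubated with compound for 10 min at ambient temperature in 50 mM HEPES pH 7.5, 50 mM NaCl, 5 uM MgCl2, 0.05% BSA, 1 mM DTT. OMFP (added at 50 uM) then reacted 10 min; fluorescence read at 485/525 nm.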
PKM2 activator – qHTS Assay for Activators of Human Muscle isoform 2 Pyruvate Kinase | Pyruvate kinase PKM (Homo sapiens), P14618 | 260,000 tested, 0.34% active | purified PKM2, Kinase-Glo ATP luminescence, activation; response scale: 0% is enzyme alone, no compound | Potency, µM (top dose mostly 57.5 µM), for the others: top-dose activation, actives largely listed as activators; note: potency is the fitted concentration of half-maximal effect; nearly all actives have a fitted effect of over 55% in size
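Purified hPK-M2 (>95% pure) converted ADP (0.1 mM final) to ATP with 0.5 mM PEP in 50 mM imidazole pH7.2, KCl, MgCl2, Tween 20, BSA; 1 h at room temperature. ATP detected by Kinase-Glo luminescence.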
Coupling enz – qHTS Assay for Inhibitors of Fructose-1,6-bisphosphate Aldolase from Giardia Lamblia: Coupling assay counterscreen. coupling enzyme system counterscreen, AmpLite Red fluorescence. 290,000 tested, 0.67% active. activity change, negative = inhibition, % at 58.2 µM, hits read low. AID 2472, 2010; in the data active = activity change below about -30%
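Counterscreen lacking aldolase: glyceraldehyde-3-phosphate coupling-enzyme reagent preincubated 10 min at RT with compound (at 57.5 uM final), then substrate/coupling system with AmpLite Red added; fluorescence read at 525/598 nm after 20 min RT.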
uPA generation – qHTS for Inhibitors of Cell Surface uPA Generation; AID 540303, 2011; 330,000 tested, 0.31% active; Potency, µM (top dose mostly 38.3 µM), inactives show top-dose activity change, negative = inhibition, hits mostly inhibitors; cell surface uPA generation assay, qHTS; active = well fitted inhibition curve with a large enough effect; inconclusive = small, poorly fitted or top-dose-only effect; inactive = no such curve, though single readings can be large or run the other way; tested in mouse RAW 264.7 cells; note: potency is the fitted concentration of half-maximal effect; nearly all actives have a fitted effect of over 55% in size
KCNH2 3.1 block – qHTS for Inhibitors of KCHN2 3.1: Mutant qHTS. Potassium voltage-gated channel subfamily H member 2, brain isoform KCNH2 3.1 (human). 340,000 tested, 0.95% active. activity change, % (tested at about 1.8 µM). U2OS KCNH2 3.1, thallium flux FluxOr; stronger effect = lower value;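 active = maximum activity change below -70%; inconclusive = maximum activity change from -70% to -50%; inactive = maximum activity change above -50%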;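 note: thallium influx rate constant from kinetic fluorescence after stimulation buffer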
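Virally transduced U2OS (3.1 isoform, 4 h infection in dark at RT) → overnight 37 C → FluxOr + Red40 in HBSS/HEPES, 45 min → stimulation buffer, 2 min kinetic read → rate constant vs DMSO controls.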
Giardia kill – Small Molecules that selectively kill Giardia lamblia: qHTS; Giardia lamblia trophozoite viability; activity change, % at 7.66 µM, hits read low; 340,000 tested, 0.15% active; AID 540267, 2011; in the data active = activity change below about -80%; inconclusive = between about -30% and that limit;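 note: parasites exposed to compound for two days anaerobically before the ATP read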
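Giardia lamblia trophozoites (100 cells/well) were incubated with compounds for 48 h at 37 deg C under anaerobic conditions. Viability was read as ATP content by one-step luminescence after 15-30 min at room temperature.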
B2AR arrestin – qHTS assay of beta-arrestin-biased ligands of beta2-adrenergic receptor | Potency, µM (highest dose often 46.1 µM), for inactives: top-dose activation, hits mostly activators | 330,000 tested, 0.02% active | Beta-2 adrenergic receptor (Homo sapiens), P07550 | beta-arrestin recruitment to beta2AR, cell-based reporter;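 note: potency is the fitted concentration of half-maximal effect; 0% = DMSO controls and full agonism = EC100 isoproterenol or metaproterenol; nearly all actives have a fitted effect of over 65% in size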
USP2a block – qHTS Assay for Inhibitors of Ubiquitin-specific Protease USP2a Using CHOP2 as the Reporter; 330,000 tested, 0.01% active; USP2 core, Ub-CHOP2 coupled fluorogenic reporter, 485/531; Ubiquitin carboxyl-terminal hydrolase 2 (Homo sapiens), O75604; Potency, µM (doses to about 38.3 µM), without a hit: at the highest dose activity change, negative = inhibition, usual class: inhibitors; AID 463254, 2010;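 note: potency is the fitted concentration of half-maximal effect; plate controls were DMSO wells for no effect and full inhibition by NEM control for full effect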
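USP2 core (10nM final) preincubated 30min RT with compound in 20mM Tris-HCl pH 8.0, 2mM CaCl2, 2mM beta-mercaptoethanol, 0.05% CHAPS; 25nM Ub-CHOP2 plus 25nM reporter substrate added, fluorescence (Ex485/Em531) read after 60min.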
KCNH2 WT inh – qHTS for Inhibitors of KCHN2 3.1: Wildtype qHTS; U2OS, BacMam KCNH2, thallium flux FluxOr; stronger effect = lower value; 340,000 tested, 0.37% active; AID 720551, 2013; activity change, % at 1.84 µM; Voltage-gated inwardly rectifying potassium channel KCNH2 (Homo sapiens), Q12809;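 active = maximum activity change below -70%; inconclusive = maximum activity change between -70% and -50%; inactive = maximum activity change above -50%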
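U2OS cells transduced with wild-type KCNH2 virus are loaded with FluxOr dye for 45 min, and thallium flux is measured in kinetic reads before and after stimulation buffer. Rate constants are normalized to DMSO controls.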
GALK inh – qHTS Assay for Inhibitors of Human Galactokinase (GALK) | 270,000 tested, 0.007% active | Purified GALK, Kinase-Glo residual ATP luminescence | AID 1868, 2009 | P51570 | Potency, µM (top dose mostly 57.5 µM), without a hit: at the top dose activity change, negative = inhibition, usual class: inhibitors; note: potency is the fitted concentration of half-maximal effect
Target sequence (P51570 whole entry, looked up): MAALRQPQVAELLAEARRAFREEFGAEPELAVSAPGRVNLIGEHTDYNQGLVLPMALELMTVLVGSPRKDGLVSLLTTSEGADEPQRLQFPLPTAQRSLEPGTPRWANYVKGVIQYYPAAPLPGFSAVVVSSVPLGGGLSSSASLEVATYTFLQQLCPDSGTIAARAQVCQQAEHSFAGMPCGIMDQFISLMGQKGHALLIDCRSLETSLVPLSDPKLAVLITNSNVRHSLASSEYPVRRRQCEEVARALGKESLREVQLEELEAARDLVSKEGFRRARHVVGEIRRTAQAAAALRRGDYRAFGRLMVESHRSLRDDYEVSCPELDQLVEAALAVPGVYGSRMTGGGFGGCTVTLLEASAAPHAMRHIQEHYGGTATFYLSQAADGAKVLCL
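Kinase-Glo Plus luminescence measured ATP left after a 1 h room-temperature reaction. The reaction used 5 nM GALK, 100 uM galactose and 35 uM ATP at pH 8.0 (20 mM HEPES, 5 mM MgCl2, 60 mM NaCl, 1 mM DTT, 0.01% BSA).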
Chronic BCR inh – qHTS Assay to Find Inhibitors of Chronic Active B-Cell Receptor Signaling. ABC-DLBCL IkBa-CBG/CBR reporter, luminescence ratio, 4 h. AID 493014, 2011. 340,000 tested, 0.05% active. Potency, µM (doses to about 46.1 µM), for the others: at the highest dose ratio change, negative = lower green/red ratio, actives largely listed as inhibitors; active = well fitted inhibition curve with a large enough effect in the signal ratio, with a control signal flat, not every such curve was filed as active; inconclusive = small, poorly fitted or top-dose-only effect, or effect the other way, or a change in a side signal; the % refers to the signal ratio;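 note: potency is the fitted concentration of half-maximal effect; plate controls were basal doxycycline-induced cells for no effect and cells given 10 µM MG132 for full effect; MG132 reads +100%, hits lower the ratio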
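Compounds up to 46 uM were incubated four hours with TMD8 cells whose green CBG68 luciferase is fused to IkappaBalpha; red CBR luminescence normalised the signal, and concentration-effect curves were fitted to fusion, red and ratio data.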
Starred values were filed as active, the others as inactive; u = inconclusive; x = not tested or not shown; [ ] = remark or other dose. Unless noted, calls come from the whole dose curve; as a rule, active = well fitted curve in the direction sought with a large enough effect; inconclusive = small, poorly fitted or top-dose-only effect, or another doubt; inactive = no such curve, though single readings can be large; an effect the other way counts as inactive or inconclusive. Unless noted, % is set by controls: 0 for no effect and ±100 for the full control effect.

SMILES	Eya2 inh	PKM2 activator	Coupling enz	uPA generation	KCNH2 3.1 block	Giardia kill	B2AR arrestin	USP2a block	KCNH2 WT inh	GALK inh	Chronic BCR inh
COc1cccc(CC(=O)OCC(=O)N(C)CC(=O)Nc2ccc(F)cc2)c1	6%	x	x	14%	1	-2	-1.4%	0%	3	x	u
CCOC(=O)C1=C(c2ccccc2)NC(=O)NC1c1cc(OC)c(OC)cc1OC (stereo not given)	-17%	x	0	1%	29	5	0.0%	3%	-4	-1%	-5%
CC(C)NC(=O)CSc1nc2[nH]ncc2c(=O)[nH]1	-2%	-3%	4	7%	19	19	0.1%	0%	x	-1%	3%
C#CCOCCOCCOCCNc1nc(N2CCN(C(=O)[C@H](CCC(=O)O)n3cc(C(N)CC(C)C)nn3)CC2)nc(N2CCN(C(=O)[C@H](Cc3cc4ccccc4[nH]3)n3cc(C(N)CC(C)C)nn3)CC2)n1 (stereo not given in full)	12%	-4%	4	6%	x	22	-0.2%	-2%	x	6%	-5%
O=C(COc1ccc(Cl)cc1)NCc1nnc(SCC(=O)NC2CCCC2)o1	x	-3%	4	-1%	0	51[activator]	x	x	5	3%	x
O=C(CCc1ccccc1)N1N=C(c2ccncc2)CC1(O)C(F)(F)F (stereo not given)	1%	-1%	6	-1%	0	6	0.1%	1%	-12	7%	0%
COc1ccc(Cl)cc1NC(=O)c1nnn(CC(=O)Nc2ccc(C)c(C)c2)c1N	-13%	-10%[0.46 µM]	1	8%	5	25	0.2%	2%	-26	7%	-1%
COc1cccc(CN(C)CC(=O)Nc2ccccc2C(=O)NC2CC2)c1	3%	x	x	7%	-3	8	0.2%	3%	17	x	-1%
O=C1NC[C@H](CC2CCCCC2)N(CCc2cccc(F)c2)C1=O	0%	x	x	-10%	2	-19	0.6%	0%	-7	x	-9%
CN(C)CCn1c(=S)[nH]c2ccccc2c1=O	23%	-19%	-2	0%	5	8	0.0%	0%	3	-1%	-2%
Cc1cccc(C2NC(c3cccc(C)c3)C([N+](=O)[O-])C(C)(C)C2[N+](=O)[O-])c1 (stereo not given)	1%	0%	-2	8%	-14	-1	-2.1%	3%	-6	1%	-2%
O=S(=O)(NCCSc1ccccc1)c1ccc(F)cc1	6%	-18%	-10	8%	26	18	-0.6%	-6%	-10	-1%	-1%

3 compounds picked at random from the list so far:
SMILES	Eya2 inh	PKM2 activator	Coupling enz	uPA generation	KCNH2 3.1 block	Giardia kill	B2AR arrestin	USP2a block	KCNH2 WT inh	GALK inh	Chronic BCR inh
COc1ccc(Cl)cc1NC(=O)c1nnn(CC(=O)Nc2ccc(C)c(C)c2)c1N	-13%	-10%[0.46 µM]	1	8%	5	25	0.2%	2%	-26	7%	-1%
CN(C)CCn1c(=S)[nH]c2ccccc2c1=O	23%	-19%	-2	0%	5	8	0.0%	0%	3	-1%	-2%
O=C1NC[C@H](CC2CCCCC2)N(CCc2cccc(F)c2)C1=O	0%	x	x	-10%	2	-19	0.6%	0%	-7	x	-9%

More records:
SMILES	Eya2 inh	PKM2 activator	Coupling enz	uPA generation	KCNH2 3.1 block	Giardia kill	B2AR arrestin	USP2a block	KCNH2 WT inh	GALK inh	Chronic BCR inh
CC(C)CCNC(=O)CCS(=O)(=O)c1cccc2nonc12	4%	-3%	1	-1%	-1	7	0.1%	1%	3	-2%	u
CCC(=O)Nc1ccc(C(=O)N2CCN(C(=O)c3ccco3)CC2)cc1	-9%	-1%	2	2%	x	2	-0.5%	3%	6	-2%	u
CCOc1ccccc1Nc1nnc(SCC(=O)Nc2nc(-c3ccc(OC)cc3)cs2)s1	-3%	3%	0	6%	-10	-10	-0.2%	1%	-1	3%	u
O=C(Nc1cccc(F)c1)Nc1ccnn1C1CCN(C(=O)c2ccccn2)CC1	1%	-9%	x	-3%	6	2	-1.0%	-3%	4	-2%	1%
O=C(C1CCCN(S(=O)(=O)c2ccc(F)cc2)C1)N1CCCCCC1 (stereo not given)	10%	1%	x	1%	4	20	-0.5%	0%	-1	-2%	-1%
Cc1ccc(S(=O)(=O)N2CCC(C(=O)Nc3ccccc3N3CCCCC3)CC2)cc1C	2%	x	x	4%	1	6	-0.2%	1%	-3	x	1%
O=S(=O)(CC(CN1CCOCC1)N1CCOCC1)c1ccccc1 (stereo not given)	-22%	0%	0	-5%	-7	-7	0.5%	0%	15	-3%	6%
O=CNC(=O)c1ccccc1C(=O)O	-8%	-3%	2	2%	-15	-3	0.0%	1%	2	0%	5%
Cc1nn(C)c(C)c1NS(=O)(=O)c1ccc(OC(F)(F)F)cc1	11%	x	x	-4%	31	20	-0.1%	-1%	-3	x	0%
CC(C)c1nnc(NC(=O)C2CC(=O)N(CCc3ccc(F)cc3)C2)s1 (stereo not given)	1%	-2%	3	-4%	18	0	0.1%	1%	4	7%	1%
COc1ccc(OCC(=O)NCc2cccnc2)cc1	-13%	-7%	-1	4%	3	31[activator]	-0.1%	0%	-12	-2%	-7%
C/C(=N\N1CCN(C2c3ccccc3-c3ccccc32)CC1)c1cccnc1	-7%	0%	x	7%	18	-17	-1.1%	2%	10	-1%	-13%
Cc1ccc(C)c(NC(=S)NCc2cccn2C)c1	-12%	1%	0	x	x	x	-0.5%	0%	x	1%	-3%
COc1ccc(CNC(=O)Cc2csc(Nc3nc(=S)[nH]c4ccccc34)n2)cc1	-6%	-2%	-1	5%	-24	19	-0.2%	1%	-1	-4%	11%
Cc1nn(CC(=O)NCCCN2CCN(C)CC2)c(=O)c2cc(-c3ccccc3)nn12	8%	x	1	2%	6	-5	0.0%	-1%	-2	-4%	4%
COc1ccc(S(=O)(=O)N2CCOCC2)cc1NC(=O)c1cc(=O)[nH]c2ccccc12	-10%	x	x	16%	-10	-14	0.4%	2%	15	x	u
CC(C)(C)N1C(=O)[C@H]2[C@@H](c3ccc(Br)cc3)N3C(=O)N(c4ccccc4)C(=O)[C@@]3(C)[C@H]2C1=O	7%	1%	0	10%	-8	-10	-1.3%	1%	-1	x	4%
COc1ccc(CCn2c(N3CCN(C)CC3)nc3c2c(=O)[nH]c(=O)n3C)cc1	-1%	-4%	-4	1%	-2	-22	0.3%	5%	-4	1%	0%
O=C(NC1CCCc2ccccc21)c1cccc(Br)c1 (stereo not given)	1%	-2%	-3	-1%	-34	10	-0.1%	0%	4	1%	-1%
C[C@H](CO)N1C[C@H](C)[C@H](CN(C)C(=O)Nc2ccc(C(F)(F)F)cc2)Oc2c(NC(=O)c3ccncc3)cccc2C1=O	7%	x	x	-27%	-23	-90*	-2.2%	2%	1	x	0%
CN(C)c1oc(-c2ccco2)nc1C#N	4%	3%	1	-5%	4	-11	-0.5%	-1%	3	0%	4%
Cc1ccc(S(=O)(=O)N2N=C3CCCCC3C2(O)C(F)(F)F)cc1 (stereo not given)	0%	-1%	1	4%	3	6	-0.1%	3%	0	2%	0%
COc1ccc(C(N)=O)cc1NC(=O)CC(O)(C(F)(F)F)C(F)(F)F	-6%	-7%	0	14%	3	7	-0.4%	1%	-10	0%	8%
COc1ccc(C2=NOC(COC(=O)c3ccc4ccccc4n3)C2)cc1 (stereo not given)	3%	3%	2	-2%	13	7	0.4%	2%	-5	2%	-1%

As entered above:
Cc1ccc(C)c(NC(=S)NCc2cccn2C)c1 in Coupling enz has 0
O=C(NC1CCCc2ccccc21)c1cccc(Br)c1 (stereo not given) in Coupling enz has -3
COc1ccc(CNC(=O)Cc2csc(Nc3nc(=S)[nH]c4ccccc34)n2)cc1 in GALK inh has -4%

Outcome played no part in choosing rows; 2.4% or so of the library scored in one or more.
